# MmCpn inh: M. maripaludis TRiC chaperonin inhibition | purified Mm-Cpn ATPase, ADP Transcreener TR-FRET | Potency, µM (top dose mostly 76.9 µM), for the others: top-dose activity, negative = inhibition, usual class: inhibitors | hit rate 0.031% among 330,000 | AID 504842; also: potency is read from the fitted curve at half-maximal effect; % is scaled to controls: 0 for no effect and ±100 for the full control effect; nearly all actives have a fitted effect of over 80% in size
#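 Compound-treated chaperonin, 25 nM final, turns over 10 uM ATP at 37°C for 30 min following a 10 min preincubation; ADP generated competes with ADP-d2 for Eu-cryptate antibody, lowering FRET.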
# TGFb SMAD3 inh: inhibitors of TGF-b signaling | Potency, µM (series often up to 46.1 µM), inactives show at the highest dose activity, negative = inhibition, most hits filed as inhibitors | HepG2 CAGA-GFP TGF-b/SMAD3 reporter, GFP fluorescence, 18 h; TGF-beta stimulated, 500 pg/mL final | AID 588855 | hit rate 1.2% among 410,000; also: potency is read from the fitted curve at half-maximal effect; % is scaled to controls: 0 for no effect and ±100 for the full control effect; nearly all actives have a fitted effect of over 65% in size
#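 Read-out: total well GFP (ex488/em500-530) summed from mean per-cell fluorescence. Cells: HEPG2 CAGA-GFP, 1% FBS DMEM, 18 h at 37 degrees C with 500 pg/mL final TGF-beta. Unstimulated wells served as the full-inhibition control; stimulated DMSO wells = 0%.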
# CCT modulator: modulators of cytosolic chaperonin (CCT/TRiC) activity; AID 651819; purified chaperonin ATPase assay, HTRF ADP detection, 30 min; hit rate 0.3% among 360,000; activity change, % (test concentration not listed), hits read low; in the data active = activity change below about -30%; also: % is scaled to controls: 0 for no effect and ±100 for the full control effect
#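 TRiC (40 or 20 nM final, by batch activity) in 30 mM Tris pH 7.4, 100 mM KCl, 5 mM MgCl2, 1 mM DTT was treated with compound at 76 uM single dose, then 10 uM ATP, 30 min at 37 °C. ADP was read by HTRF Transcreener.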
# A549 viability: A549 cytotoxicity, counter-screen for Nrf2 inhibitors; AID 504648; Potency, µM (highest dose often 46 µM), inactives show at the highest dose activity change, negative = cytotoxicity, actives largely listed as inhibitors; hit rate 0.16% among 390,000; A549 ARE-Fluc cells, CellTiter-Fluor viability, 18-24 h; also: potency is read from the fitted curve at half-maximal effect; % is scaled to controls: 0 for no effect and ±100 for the full control effect
#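 Cytotoxicity counterscreen: CellTiter-Fluor fluorescence was measured in A549 ARE_Fluc cells after 18-24 h of compound exposure in a concentration series. The subsequent BugLite luminescent read reports ARE-luciferase activity.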
# Nrf2 block: Nrf2 pathway inhibition; A549 ARE-Fluc reporter, luciferase luminescence, 18-24 h; Potency, µM (titrated, usually from 46 µM), inactives show at the top dose activity change, negative = inhibition, usual class: inhibitors; hit rate 2.1% among 360,000; also: potency is read from the fitted curve at half-maximal effect; % is scaled to controls: 0 for no effect and ±100 for the full control effect; nearly all actives have a fitted effect of over 60% in size
#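 Two sequential reads on A549 ARE_Fluc cells exposed to compound for 18-24 h: a CellTiter-Fluor fluorescence read for viability, then a luciferase luminescence read for Nrf2/ARE activity.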
# Nrf2 activator: Nrf2 pathway activation. AID 624171. hit rate 0.31% among 410,000. Potency, µM (highest dose often 46.1 µM), for the others: at the highest dose activation, actives largely listed as activators. AREc32 ARE-luciferase reporter (MCF7-derived line), luminescence, 24 h; also: potency is read from the fitted curve at half-maximal effect; % of control where 0% means no effect; nearly all actives have a fitted effect of over 65% in size
#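 Luciferase luminescence (Steady-Glo, 30 min at room temperature) served as the read-out of ARE activation in AREc32 cells treated with compounds for 24 hr at 37 deg C.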
# Abeta yeast res: A-beta toxicity reversal in yeast | yeast expressing A-beta42, growth rescue, OD600, 48 h; response scale: 0% DMSO, 100% iron-clioquinol control | Potency, µM (titrated, usually from 46.1 µM), for inactives: at the highest dose growth rescue, hits mostly activators | hit rate 0.063% among 410,000; also: potency is read from the fitted curve at half-maximal effect; nearly all actives have a fitted effect of over 55% in size
#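 Yeast growth medium received pinned compounds, then yeast cells expressing toxic A-beta were added; plates incubated at 30 C for 48 hr. Growth read as absorbance at 600 nm, normalized to DMSO and equimolar FeCl3 plus clioquinol controls.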
# HepG2 viability: counter-screen for TGF-b inhibitors: cytotoxicity in HepG2 cells; AID 588856; Potency, µM (top dose mostly 46.1 µM), for inactives: at the highest dose activity change, negative = cytotoxicity, most hits filed as cytotoxic; HepG2 CAGA-GFP viability, ATP luminescence, 18 h; hit rate 0.76% among 410,000; also: potency is read from the fitted curve at half-maximal effect; some results filed as inactive show a strong effect at the top dose
#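 CellTiter-Glo luminescence gave cytotoxicity after 18 hours at 37 degrees C. The cells were HepG2 CAGA-GFP in 1% FBS DMEM, stimulated with 500 pg/mL TGF-beta after compound addition. %Activity was normalised to no-cell wells (complete cell-killing) and DMSO (no toxicity), and curves were fitted and classified.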
# Akt phos inh: inhibitors of Akt phosphorylation | Neuro2A IGF-stimulated pAkt S473 HTRF, 20 min; stronger effect = lower value | activity change, % for hits at 50 µM | hit rate 0.32% among 360,000; in the data active = activity change below about -80%; inconclusive = mostly about -51% to -80%; also: % is scaled to controls: 0 for no effect and ±100 for the full control effect
#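 Neuro2A cells in DMEM with 0.5% FBS, overnight at 37 deg C, given compound at single 50 µM final, then IGF (6 nM final) for 20 min at 37 deg C. Lysed; phospho-Akt Ser473 by HTRF after 24 h, 665/615 ratio.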
# Starred values were filed as active, the others as inactive; i = inactive; ? = inconclusive; . = no result given; & = joins results of further samples; [ ] = dose if it differs, or a comment. Unless noted, calls follow the shape of the dose curve; as a rule, active = well fitted curve in the direction sought with a large enough effect; inconclusive = small, poorly fitted or top-dose-only effect, or another doubt; inactive = no such curve, though single readings can be large; an effect the other way counts as inactive or inconclusive. Rows are unselected; overall some 4.3% were active at least once.
entry	SMILES	MmCpn inh	TGFb SMAD3 inh	CCT modulator	A549 viability	Nrf2 block
1	CN(C)CCNC(=S)Nc1ccc(F)c(F)c1F	-1%	3%	-4.9	0%	-12%
2	COC(=O)C1C(O)=C(C=Nc2ccccc2)C(=O)CC1(C)C (stereo not given)	0%	3%	-1.4	-7%	2%
3	CCOc1ccc(S(=O)(=O)N(CC(=O)NC2CCCCC2C)Cc2ccco2)cc1 (stereo not given)	1%	-30%	2.4	3%	?
4	O=C(NCc1cccs1)C1CCCN1S(=O)(=O)c1ccccc1F (stereo not given)	0%	3%	-1.6	0%	-26%
5	COc1cccc(C(=O)Nc2ccc3c(C)cc(=O)oc3c2)c1	-20%	14%	-1.1	-3%	?
6	COCc1ccc(C(=O)N2CCCC(Nc3ccc4c(c3)OCCO4)C2)o1 (stereo not given)	-4%	-7%	-2.9	-1%	16%
7	CCOC(=O)C1CCN(Cc2ccc(OCc3ccccc3)cc2)CC1	-2%	-16%	-1.8	-1%	13%
8	COc1cccc(C(=O)Nc2ccc(Cl)c(-c3nc4ccccc4[nH]3)c2)c1	.	?	.	?	?
9	O=C(C[C@@H]1C[C@H]2c3cc(NC(=O)NC4CCCCC4)ccc3O[C@H]2[C@H](CO)O1)NC1CCCCC1	.	-6%	0.7	.	.
10	COc1ccc(S(=O)(=O)n2cnc3ccccc32)cc1	1%	-20%	-2.6	2%	2%
11	C/C=C/c1ccc(OCC(=O)N(C)CC(=O)Nc2ccc(F)cc2)c(OC)c1	2%	-7%	-1.9	-2%	9%
12	C[C@H](CO)N1C[C@H](C)[C@@H](CN(C)S(=O)(=O)c2ccc(F)cc2)Oc2c(NC(=O)Nc3ccc4c(c3)OCO4)cccc2C1=O	1%	-10%	-1.8	-13%	?
13	O=C(O)C1NCCc2ccccc21 (stereo not given)	-3%	-1%	0.0	-2%	15%
14	Cc1cccc(NC(=O)CCS(=O)(=O)c2cc(Br)cc3c2N(C(=O)C2CC2)CC3)c1C	.	3%	.	0%	8%
15	O=C(Oc1ccc2ccc(=O)oc2c1)c1ccco1	-6%	-22%	-0.4	9%	3%

entry	Nrf2 activator	Abeta yeast res	HepG2 viability	Akt phos inh
1	-0.6%	-13%	-4%	i
2	0.9%	3%	-18%	i
3	6.9%	7%	-7%	i
4	-0.2%	9%	-2%	i
5	0.0%	4%	0%	i
6	-0.1%	8%	4%	i
7	4.3%	6%	-23%	i
8	-0.9%	-8%	-6%	.
9	2.4%	8%	-16%	i
10	-0.7%	-1%	5%	i
11	0.7%	9%	1%	i
12	5.2%	1%	-16%	i
13	0.3%	0%	2%	i
14	-0.1%	-5%	7%	.
15	-1.1%	27%	-2%	i

# (next part)
entry	SMILES	MmCpn inh	TGFb SMAD3 inh	CCT modulator	A549 viability	Nrf2 block
16	COc1ccccc1NC(=O)CN1C(=O)C2(SCC(=O)N2c2ccc(C)c(C)c2)c2ccccc21 (stereo not given)	.	-29%	.	?	21µM*
17	C=CCn1c(C)cc(C(=O)COC(=O)c2cncc(Br)c2)c1C	-5%	-1%	-2.7	-1%	10%
18	Cc1cc(C)cc(C(=O)OCC(=O)NCc2cccs2)c1	4%	-14%	1.6	0%	6%
19	Cn1cnc(S(=O)(=O)N2CCCC(C(=O)Nc3ccc(F)cc3Cl)C2)c1 (stereo not given)	.	-2%	.	-1%	.
20	COc1cccc(NC(=O)C(CCSC)NC(=O)C2CCC(C)CC2)c1 (stereo not given)	.	-22%	.	1%	5%[9.27 µM]
21	CC12CCC=CC1C(c1cccc([N+](=O)[O-])c1)N(Cc1ccccc1)C2=O (stereo not given)	.	?	.	-4%	14%
22	CC1(C(=O)NCc2ccccc2Br)CCN1Cc1ccccc1OC(F)F (stereo not given)	.	?	1.5	.	.
23	CN1c2ccccc2C(=O)N2CCc3c([nH]c4ccccc34)C21 (stereo not given)	.	?	.	-2%	16%
24	Cc1oc(-c2cccc(Cl)c2)nc1CS(=O)(=O)CC(=O)NC1CCCC1	-2%	-4%	-3.7	-4%	0%
25	O=C(c1cccc(NS(=O)(=O)c2cccc([N+](=O)[O-])c2)c1)N1CCOCC1	-3%	-9%	-1.1	0%	?
26	O=c1cc(-c2ccc([N+](=O)[O-])cc2)nc2cc(-c3ccc(F)cc3)[nH]n12	0%	-18%	-1.4	-1%	-18%
27	COc1ccc(CNC(=O)C2(CC3CC(c4ccccc4)=NO3)CCN(C(=O)C3CCCC3)CC2)cc1 (stereo not given)	1%	6%	-2.2	-17%	-18%
28	CCOC(=O)C1=C(CC)NC2=C(C(=O)CCC2)C1c1ccc(OC)c(OC)c1 (stereo not given)	1%	7%	0.8	-8%	8%
29	CCOc1ccc(NC(=O)Cc2ccc(-n3c(C)nc4cccnc43)cc2)cc1	.	-1%	.	8%	-19%
30	CCCCNC(=O)C1CCCN(S(=O)(=O)CCC)C1 (stereo not given)	.	-10%	.	-1%	.

entry	Nrf2 activator	Abeta yeast res	HepG2 viability	Akt phos inh
16	-0.1%	3%	-28%	.
17	4.6%	-2%	2%	i
18	-0.8%	29%	-4%	i
19	-1.0%	9%	1%	.
20	3.6%	7%	-2%	.
21	.	.	-16%	.
22	-0.2%[9.22 µM]	-5%	-14%	i
23	.	.	-62%	.
24	0.0%	-15%	2%	i
25	0.0%	-13%	-12%	i
26	0.1%	2%	-12%	i
27	-0.6%	-5%	4%	i
28	-0.8%	12%	-5%	i
29	0.5%	-8%	-11%	.
30	0.4%	-5%	2%	.

# Carrying on.
entry	SMILES	MmCpn inh	TGFb SMAD3 inh	CCT modulator	A549 viability	Nrf2 block
31	CCOc1ccccc1N(C(=O)c1ccccc1Cl)C1=NC(C)(C)CS1	1%	0%	0.1	1%	-18%
32	CC(=O)c1ccc(OC(=O)CN2C(=O)c3ccccc3C2=O)cc1	-1%	28%	-0.3	0%	-5%
33	Cn1nc(C(=O)N2CCc3ccccc3C2)c2ccccc2c1=O	3%	11%	0.3	8%	1%
34	COc1ccc(NC(=O)CCS(=O)(=O)c2ccc(Cl)cc2)cc1	2%	0%	-0.7	-7%	-21%
35	COc1ccc(-c2sc3ccc(N4CCOCC4)cc3c2C#CCO)cc1	-17%	?	-1.9	-9%	16µM*
36	Cc1cccc(C(=O)Nc2ccccc2SCc2cc(=O)c3cccc(C)c3[nH]2)c1	.	-4%	.	-8%	.
37	Cc1ccc(CN2CCSc3ccc(C(=O)NCCCN4CCN(C)CC4)cc32)cc1	-9%	-15%	-0.2	-4%	11%
38	O=C(NCC1CCCO1)c1ccc(N2C(=O)C3CCCCC3C2=O)cc1 (stereo not given)	-2%	19%	1.6	-18%	5%
39	CCOC(=O)CSc1nc2c(sc(=S)n2-c2ccccc2OC)c(=O)n1Cc1ccco1	-4%	-9%	-1.5	3%	6%
40	CCOc1nc(CC(C)C)c2c(c1C#N)CC(C)(C)OC2	0%	3%	-1.5	15%	12%
41	CCCCC[C@H]1CN(CCCC)C(=O)[C@@H]1CC(=O)NCc1ccc(OC)cc1	-3%	?	-5.3	-6%	-12%
42	O=C(NCc1ccncc1)C1CCN(C(=O)c2cccc(Cl)c2)CC1	-1%	12%	0.3	2%	8%
43	CC1=C(C(=O)Nc2nc3ccccc3s2)C(c2ccco2)C(C#N)=C(SCC(=O)NC2CCCCC2)N1 (stereo not given)	?	-6%	1.5	-2%	-27%
44	CCOc1cccc(CNCCCSc2nnnn2C)c1	.	0%	.	9%	18%
45	O=C(c1ccc2c(c1)OCO2)N1CCCN(C(=O)c2ccc3c(c2)OCO3)CC1	1%	0%	-1.3	-16%	-4%
46	COc1ccc(NS(=O)(=O)c2cccc(C(=O)N3CCOCC3)c2)cc1	.	1%	-0.5	.	.
47	CN(C)c1ccc(C(=O)N2CCN(C(=O)C3CCCO3)CC2)cc1 (stereo not given)	-1%	0%	0.2	3%	1%

entry	Nrf2 activator	Abeta yeast res	HepG2 viability	Akt phos inh
31	-0.6%	1%	-7%	i
32	-0.6%	-15%	-1%	i
33	0.9%	-15%	-1%	i
34	0.2%	-16%	-8%	i
35	-3.1%	-21%	-47%	i
36	0.0%	7%	20%	.
37	0.5%	-7%	-23%	i
38	0.2%	-6%	4%	i
39	-0.3%	-9%	-29%	i
40	0.0%	15%	2%	i
41	-1.1%	3%	-19%&-26%	i
42	-2.2%	-1%	0%	i
43	3.9%	-6%	-1%	i
44	-1.0%	-14%	-1%	.
45	-0.6%	1%	-7%	i
46	-1.0%	-9%	-7%	i
47	-0.8%	-16%	-3%	i

# Arranged by molar mass (rising): part of the list above.
entry	SMILES	MmCpn inh	TGFb SMAD3 inh	CCT modulator	A549 viability	Nrf2 block
33	Cn1nc(C(=O)N2CCc3ccccc3C2)c2ccccc2c1=O	3%	11%	0.3	8%	1%
35	COc1ccc(-c2sc3ccc(N4CCOCC4)cc3c2C#CCO)cc1	-17%	?	-1.9	-9%	16µM*
36	Cc1cccc(C(=O)Nc2ccccc2SCc2cc(=O)c3cccc(C)c3[nH]2)c1	.	-4%	.	-8%	.

entry	Nrf2 activator	Abeta yeast res	HepG2 viability	Akt phos inh
33	0.9%	-15%	-1%	i
35	-3.1%	-21%	-47%	i
36	0.0%	7%	20%	.
